3T3 cytotox: NIH 3T3 cell cytotoxicity; NIH 3T3 viability, CellTiter-Glo ATP luminescence, 48-72 h; Potency, µM (doses to about 96.7 µM), inactives show at the highest dose activity change, negative = cytotoxicity, actives largely listed as inhibitors; hit rate 4.3% among 94,000; AID 1345082; note: potency is the fitted concentration of half-maximal effect; nearly all actives have a fitted effect of over 55% in size
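Cytotoxicity is measured as loss of cellular ATP: NIH 3T3 cells (400/well) are exposed to compound for 48 or 72 hr at 37 °C, then CellTiter-Glo luminescence is imaged after 10 min at room temperature.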
Luciferase inh: Photinus pyralis luciferase inhibition. AID 1347043. purified P. pyralis luciferase, luminescence, biochemical. P08659. hit rate 2.5% among 76,000. Potency, µM (titrated, usually from 115 µM), inactives show at the highest dose activity change, negative = inhibition, hits mostly inhibitors; note: potency is the fitted concentration of half-maximal effect; nearly all actives have a fitted effect of over 65% in size
Target sequence (P08659 whole entry, looked up): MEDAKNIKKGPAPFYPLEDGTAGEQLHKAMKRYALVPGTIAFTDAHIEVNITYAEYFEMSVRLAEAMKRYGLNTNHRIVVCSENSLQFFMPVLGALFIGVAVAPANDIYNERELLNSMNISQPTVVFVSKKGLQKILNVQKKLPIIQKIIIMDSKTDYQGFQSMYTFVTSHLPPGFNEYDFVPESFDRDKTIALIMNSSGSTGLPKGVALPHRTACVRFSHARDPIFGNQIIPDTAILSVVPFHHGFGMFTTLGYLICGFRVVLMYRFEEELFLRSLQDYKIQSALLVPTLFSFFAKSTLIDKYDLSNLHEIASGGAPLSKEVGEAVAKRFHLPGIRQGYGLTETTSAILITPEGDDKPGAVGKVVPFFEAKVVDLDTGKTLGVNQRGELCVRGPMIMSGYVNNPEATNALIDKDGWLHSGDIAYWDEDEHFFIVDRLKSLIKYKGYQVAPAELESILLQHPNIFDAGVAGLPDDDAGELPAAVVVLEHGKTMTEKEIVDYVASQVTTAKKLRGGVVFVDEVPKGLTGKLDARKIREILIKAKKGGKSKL
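Purified 10nM P. pyralis luciferase with 10uM D-luciferin and 10uM ATP in 50mM Tris acetate pH 7.5, 10mM Mg acetate, 0.01% Tween-20, 0.05% BSA. qHTS titration; luminescence read by CCD imager.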
GPT2 inhibitor: blocks human glutamate pyruvate transaminase 2. Recombinant GPT2, coupled pyruvate oxidase/HRP Amplex Red fluorescence. AID 1671188. Q8TD30. Potency, µM (titrated, usually from 57.7 µM), without a hit: top-dose activity change, negative = inhibition, most hits filed as inhibitors. hit rate 0.25% among 100,000; note: potency is the fitted concentration of half-maximal effect; nearly all actives have a fitted effect of over 60% in size; many of its hits are not listed in these tables
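Recombinant GPT2 (10ng/uL) with 250uM a-KG and 2mM L-alanine, 30 min at room temperature, in HEPES pH 7.5 buffer. Pyruvate detected by pyruvate oxidase/HRP/Amplex Red fluorescence after 30 min in the dark; AOA (50uM) as positive control.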
HEK cytotox: HEK 293 cell cytotoxicity | HEK 293 viability, ATP luminescence (CellTiter-Glo), 48-72 h | Potency, µM (doses to about 115 µM), inactives show top-dose activity change, negative = cytotoxicity, hits mostly inhibitors | hit rate 6.6% among 94,000; note: potency is the fitted concentration of half-maximal effect; nearly all actives have a fitted effect of over 60% in size
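HEK 293 cells at 250 cells/well were exposed to compounds by pintool transfer for 48 or 72 hr at 37 degree Celsius, 5% CO2. Viability was read as ATP-coupled luminescence with CellTiter-Glo after 10 min at room temperature.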
SNCA viab count: reduces viability of HEK-293 SNCA reporter cells; HEK-293-SNCA-luc viability, GF-AFC fluorescence, 24 h; Potency, µM (titrated, usually from 57.1 µM), inactives show at the highest dose activity change, negative = cytotoxicity, usual class: cytotoxic; hit rate 0.12% among 150,000;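 note: potency is the fitted concentration of half-maximal effect; 0% = DMSO-treated cells and -100% = medium-only wells without cells; nearly all actives have a fitted effect of over 30% in size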
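HEK-293-SNCA-luc cells (1500/well) plated 24 h, then exposed 24 h to a dilution series; GF-AFC added 30 min at 37C, fluorescence 405/540 nm; normalised to medium-only and DMSO wells, Hill fit.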
SNCA expr inh: inhibitors of alpha-synuclein (SNCA) gene expression | HEK-293 SNCA-luciferase knock-in, luminescence, 24 h | Potency, µM (doses to about 57.2 µM), for inactives: at the highest dose activity change, negative = inhibition, usual class: inhibitors | hit rate 0.17% among 140,000;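 note: potency is the fitted concentration of half-maximal effect; plate controls were DMSO cells for no effect and cell-free wells for full effect; nearly all actives have a fitted effect of over 45% in size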
IP6K1 inh: blocks human inositol hexakisphosphate kinase 1. Q92551. IP6K1 kinase, ADP-Glo luminescence, 2 h; active compounds read low. activity change, % (series mostly up to about 58 µM). hit rate 0.81% among 140,000; in the data active = activity change below about -25%
Target sequence (Q92551 whole entry, looked up): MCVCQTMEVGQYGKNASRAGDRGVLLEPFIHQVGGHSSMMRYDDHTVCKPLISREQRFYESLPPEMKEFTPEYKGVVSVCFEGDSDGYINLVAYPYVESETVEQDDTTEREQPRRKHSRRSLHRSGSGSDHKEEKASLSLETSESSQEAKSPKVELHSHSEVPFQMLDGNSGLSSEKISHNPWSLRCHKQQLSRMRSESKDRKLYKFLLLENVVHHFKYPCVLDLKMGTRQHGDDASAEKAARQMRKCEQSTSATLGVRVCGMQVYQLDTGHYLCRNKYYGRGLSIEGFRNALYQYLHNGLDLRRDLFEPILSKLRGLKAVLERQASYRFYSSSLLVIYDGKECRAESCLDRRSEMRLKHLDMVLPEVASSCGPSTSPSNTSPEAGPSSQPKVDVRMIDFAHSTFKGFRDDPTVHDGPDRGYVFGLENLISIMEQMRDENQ
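ADP-Glo luminescence measures ADP made by human IP6K1 during a 2 h RT reaction with ATP/IP6 (mix at 1.3 mM/130 uM); top library doses 57.5 and 19.1 uM final.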
* = called active by the depositor; i = inactive; ? = inconclusive; nt = no result given; [ ] = another dose, or the depositor's remark. Unless noted, calls come from the whole dose curve; as a rule, active = well fitted curve in the direction sought with a large enough effect; inconclusive = small, poorly fitted or top-dose-only effect, or another doubt; inactive = no such curve, though single readings can be large; an effect the other way counts as inactive or inconclusive. Unless noted, % is set by controls: 0 for no effect and ±100 for the full control effect.

molecule | 3T3 cytotox | Luciferase inh | GPT2 inhibitor | HEK cytotox | SNCA viab count | SNCA expr inh | IP6K1 inh
CCCS(=O)(=O)Nc1cccc(-c2cn3ccsc3n2)c1 | nt | nt | nt | nt | -8% | 53%[activator] | -5
COc1ccccc1-c1cccc(CN2CCCC(C(=O)N3CCN(Cc4ccccc4)CC3)C2)c1 (stereo not given) | 35µM* | nt | -16% | 40µM* | -10% | -5% | -10
NCC(C1CCCCC1)N1CCCC1 (stereo not given) | -2%[174 µM] | nt | i | -4%[230 µM] | 1%[87.6 µM] | 0%[87.6 µM] | -8
O=C(COc1ccccc1)Nc1ccc([C@@H](O)[C@H]2COCC(=O)N2)cc1 | -8%[138 µM] | -2%[172 µM] | -3%[88.5 µM] | 1%[172 µM] | -3%[87.6 µM] | 21%[87.6 µM] | 3
Cc1noc(C)c1C(=O)N1CCC(N2C(=O)c3c(c(C)nn3-c3ccccc3)C2C(C)C)C1 (stereo not given) | -29% | nt | nt | -23% | nt | nt | 3
Cn1ncc(N2CCCC(CC(=O)NCc3cccc(F)c3)C2)cc1=O (stereo not given) | 2% | 2% | 2% | -1% | -1% | -32% | 10
COCCn1ncc(N2CCC(NC(=O)c3ccc(C)cc3C)CC2)cc1=O | -8% | -7% | i | -4% | -2% | 7% | 14
Cc1cc(F)ccc1-c1[nH]nc2ncc(-c3cnn(C)c3)nc12 | -24%[138 µM] | -9%[172 µM] | 1%[88.5 µM] | ? | -9%[87.6 µM] | ? | 28
CC(=O)N1CC2(CCN(CC3CCCCC3)CC2)Cc2ccccc21 | -2% | nt | -1% | -14% | -14% | 4% | -5
Cc1c(C(=O)Nc2cccc(C(F)(F)F)c2)sc2nc[nH]c(=O)c12 | nt | nt | nt | nt | -12% | 53%[activator] | -32*
CN(CCCNC(=O)c1cc2c(Cl)nc3ccccc3c2s1)Cc1ccccc1 | nt | nt | nt | nt | 4% | -25% | 10
O=C(c1cncc(Br)c1)N1CCC(c2nc(C3CCOCC3)no2)CC1 | ? | -8% | i | ? | 8% | -17% | 3

The list goes on, starting with the last six of the part before.
molecule | 3T3 cytotox | Luciferase inh | GPT2 inhibitor | HEK cytotox | SNCA viab count | SNCA expr inh | IP6K1 inh
COCCn1ncc(N2CCC(NC(=O)c3ccc(C)cc3C)CC2)cc1=O | -8% | -7% | i | -4% | -2% | 7% | 14
Cc1cc(F)ccc1-c1[nH]nc2ncc(-c3cnn(C)c3)nc12 | -24%[138 µM] | -9%[172 µM] | 1%[88.5 µM] | ? | -9%[87.6 µM] | ? | 28
CC(=O)N1CC2(CCN(CC3CCCCC3)CC2)Cc2ccccc21 | -2% | nt | -1% | -14% | -14% | 4% | -5
Cc1c(C(=O)Nc2cccc(C(F)(F)F)c2)sc2nc[nH]c(=O)c12 | nt | nt | nt | nt | -12% | 53%[activator] | -32*
CN(CCCNC(=O)c1cc2c(Cl)nc3ccccc3c2s1)Cc1ccccc1 | nt | nt | nt | nt | 4% | -25% | 10
O=C(c1cncc(Br)c1)N1CCC(c2nc(C3CCOCC3)no2)CC1 | ? | -8% | i | ? | 8% | -17% | 3
CC1CCCN1c1ncnc2c1CN(c1ccccc1F)C(=O)CN2C (stereo not given) | -5% | -4% | i | 1% | -6% | 4% | -14
c1cncc(-c2ccnc3nc(CCC4CCCC4)nn23)c1 | ? | 11% | -23% | ? | -8% | 31%[activator] | -3
Cc1cccc(NC(=O)N2CCc3nnc(C4CC4)n3CC2)c1 | i | -3% | i | 2% | -4% | ? | -4
CCCCNC(=O)[C@H]1CCC[C@H]1NC(=O)c1cnc(C)cn1 | i | 5% | i | i | 3% | -19% | -7
COCCNc1nc2c([S+](=O)([O-])c3cc(OC)ccc3OC)nnn2c2ccccc12 | -72% | nt | 1% | -14% | 7% | -22% | 1
CC(C)c1noc(-c2cn(C3CCN(C(=O)c4ccc(F)cc4Cl)CC3)nn2)n1 | ? | 6% | 2% | -25% | 3% | 5% | 0
O=C(c1ccccc1)N1CC[C@H]2COC(=O)N2c2cc(F)ccc2C1 | 3%[174 µM] | 1%[172 µM] | 1%[88.5 µM] | 3%[172 µM] | -3%[87.6 µM] | -10%[87.6 µM] | -5
Cc1cc2c(cc1S(=O)(=O)CCC(=O)N1CCC(C)CC1)OCC(=O)N2 | nt | nt | nt | nt | 8% | 41%[activator] | 19
O=C(NCc1cccc(C(F)(F)F)c1)c1nc2sccn2c1-c1cccnc1 | ? | nt | -7% | ? | -16% | -17% | 2
O=C(CCC1N=C2c3ccccc3N=C(SCc3cccc(F)c3)N2C1=O)NCc1cccs1 (stereo not given) | nt | nt | nt | nt | 4% | -9% | -7
COc1ccccc1CCC(=O)NC1CCc2nn(CC3CC3)c(=O)n2CC1 (stereo not given) | -15% | -14% | -8% | 4% | 4% | 8% | -12
O=C(NC1CCN(c2nc3ncccc3o2)CC1)c1ccc(Cl)nc1 | -29% | -7% | 4% | ? | -25% | 13% | -11
Cc1noc(-c2cn(C3CCN(C(=O)c4cccc(Br)c4)C3)nn2)n1 (stereo not given) | -14% | 11% | i | 0% | -3% | -22% | 7
CCN(CC)CCNC(=O)c1sc2nc3n(c(=O)c2c1C)CCCCC3 | nt | nt | nt | nt | -8% | 2% | -4
COCc1c(C(=O)N[C@H](c2ccc(OC)nc2)C2CC(O)C2)noc1C (stereo not given in full) | -1% | 0% | 5% | 4% | 0% | -4% | -2
COCc1nc(C2CCCN(C(=O)NCC(C)C)C2)no1 (stereo not given) | 3% | -2% | i | -1% | 9%[12.5 µM] | 1% | 42
O=C(CCc1ccccc1)N1CCCC(n2cc(-c3nc(-c4ccccc4)no3)nn2)C1 (stereo not given) | ? | ? | -2% | 45µM* | -1% | 68%[activator] | 8
CCC(=O)N(C1CCOCC1)C1CCN(S(=O)(=O)c2ccc(F)cc2F)CC1 | -12% | 5% | i | 2% | 7% | 5% | -2
COc1cc(NC(=O)Cn2c(=O)n(C(C)C)c(=O)c3oc4ccccc4c32)cc(OC)c1 | nt | nt | nt | nt | -12% | -4% | 29
COc1ccc(OC)c(-c2nc3c(C)cccc3cc2CN2CCN(C)CC2)c1 | ? | -4% | -4% | -22% | -24% | 0% | -10
COc1ccc(CNC(=O)N2CCCC(Cc3nncn3C(C)C)C2)cc1 (stereo not given) | i | 0% | i | i | 5% | 5% | 0
Cc1cccc(NC(=O)N2CCC(CC(=O)NC3CC3)C2)c1 (stereo not given) | -14% | -23% | i | -6% | -10%[12.5 µM] | 2% | -21
COc1cc(CNc2ccc3[nH]c(=O)[nH]c3c2)cc(Br)c1OCc1ccc(F)cc1 | nt | nt | nt | nt | -8% | -15% | 3
COc1ccc(NC(=O)C2CN(S(=O)(=O)c3cccnc3)CC23CCCCC3)cc1 (stereo not given) | -28% | -10% | -11% | -22% | -3% | 17% | 9
COc1cccc2c1OCCCN(C(=O)CC1COCCN1)C2 (stereo not given) | 3% | 0% | i | -8% | -4% | -15% | -9
CCOc1cc(CN2CCOc3ccc(C(=O)NCc4ccccc4F)cc3C2)ccc1O | -14% | 9% | -6% | ? | -3% | 10% | 30
Cc1cc(C(=O)NC[C@@H]2OC[C@@]3(C)[C@H]4CC[C@@H](O)[C@@H](CC(=O)N5CCCC5)[C@]4(C)CC[C@H]3O2)no1 | -21% | -2% | i | -3% | -5% | -1% | 5
CN1CC2(CCOC2)N(C2CCN(C(=O)COc3ccccc3)CC2)C1=O (stereo not given) | -36% | nt | -3% | -19% | 5% | -11% | 22
Cc1ccc(/C=C/c2onc(C)c2S(=O)(=O)N2CCC(C(=O)N3CCN(c4cc(C)ccc4C)CC3)CC2)cc1 | nt | nt | nt | nt | 2% | -12% | 2
Cc1ccn2c(=O)cc(COc3ccc(NC(=O)COc4ccccc4)cc3)nc2c1 | nt | nt | nt | nt | 5% | -9% | -5
COc1ccc(C)cc1NC(=O)C1CCCN(c2ncnc3onc(C)c23)C1 (stereo not given) | nt | nt | nt | nt | -5% | -11% | -7
O=C1C(Cl)=C(N2CCOCC2)C(=O)N1c1ccc(Cl)c(Cl)c1 | nt | nt | ? | nt | -6%[23.9 µM] | nt | 4
O=C(c1ccc(C(F)(F)F)cc1)N1CCC2(CC1)C(=NC1CCCCC1)NC(=O)N2c1cc(F)cc(F)c1 | ? | nt | ? | 0% | -3% | 1% | -13
COCC1CN(C)CC12CCN(C(=O)c1cc3ccccc3[nH]1)CC2 (stereo not given) | -18% | ? | 4% | 89µM* | 1% | 2% | -5
Cn1nc2n(c1=O)CCN(S(=O)(=O)c1ccc3c(c1)OCCO3)CC2 | -19% | 5% | i | -14% | 10% | -4% | -1
COc1ccc(C(=O)N[C@H]2C[C@@H](Cc3cc(CN4CCOCC4)on3)C2(C)C)cc1 | -21%[138 µM] | -5%[172 µM] | 3%[88.5 µM] | ? | -17%[87.6 µM] | -6%[87.6 µM] | -9
COc1ccc(-c2cc(N3CCCC(NC(=O)c4ccc(F)cc4Cl)C3)n[nH]2)cc1 (stereo not given) | ? | ? | -25% | ? | -19% | 71%[activator] | 6
Cc1ccc(-c2onc(C)c2C)cc1S(=O)(=O)N1c2ccccc2CC1C (stereo not given) | nt | nt | nt | nt | -14% | -16% | 3
Cc1ccccc1C(=O)c1cccn1CC(=O)NCc1ccc(Cl)cc1 | nt | nt | nt | nt | 4% | 27% | -16
COC(=O)[C@H](O)[C@H]1C(C)(C)[C@H](OC(=O)C(C)C)[C@@]2(O)C(=O)[C@]1(C)C1CC[C@]3(C)C(CC(=O)O[C@H]3c3ccoc3)[C@]13O[C@@H]32 (stereo not given in full) | nt | nt | i | nt | -2%[23.9 µM] | nt | 8
CC1CC(=O)C2=C(C1)C1OC1C1(O)C2C(=O)c2cccc(O)c2C1O (stereo not given) | nt | nt | -12%[27.3 µM] | nt | -15% | nt | -8
Cn1c(=O)c2c(nc(NCCc3ccccc3)n2Cc2ccc(Cl)cc2)n(C)c1=O | nt | nt | nt | nt | -28% | ? | 17
COc1cccc(C(=O)NC2CCN(c3nc4ncccc4o3)CC2)c1 | -16% | -4% | i | -15% | ? | 7% | -15
C=CCNC(=O)[C@@H]1CCCN1[C@@H](C(=O)NC)c1ccccc1OC | 1%[174 µM] | 0%[172 µM] | ? | -1%[172 µM] | 7%[87.6 µM] | -8%[87.6 µM] | 2

Screens from PubChem.

These rows are one share of the data. The share of hits here may be higher or lower than overall.
